# Assay outcomes (PubChem BioAssay)
# LYP inhibition = inhibitors of LYP phosphatase, biochemical, fluorescence intensity, uHTS (AID 1779); recombinant LYP phosphatase, fluorescence intensity; higher % means a stronger effect; one-dose inhibition, % at 11.5 µM; IC50 in µM for titrated hits; hit rate 0.054% among 290,000; in the data active = inhibition above about 50%;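 note: plate controls were vehicle with enzyme for no effect and no enzyme for full effect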
# T cell HTS = T cell immune modulators affecting CD8 T cell-vesicle binding. 2C CD8+ T cell-vesicle binding, flow cytometry; stronger effect = lower value. calls only at 7 µM. hit rate 0.068% among 330,000;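 active = response, share of CD8 T cells binding vesicles, and their 90th percentile fluorescence all below set limits, cut at about 80% in these data, passing the limit was not always enough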
#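 System: murine 2C transgenic CD8+ T lymphocytes; also added: QL9-loaded Drosophila micro-vesicles; times: binding 1.5 h at 37 °C; measured by: flow cytometry, PE anti-B7-1 (FL2) versus Alexa647 anti-CD8 (FL8), PFA-fixed; control set: Peptide-free naked vesicles (low) and QL9 vesicles with 0.7% DMSO vehicle (high)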
# Lipid droplet = hepatic lipid droplet formation modulation; hit rate 0.4% among 240,000; inhibition, % at 6.5 µM; AML12 mouse hepatocytes, oleate lipid droplets, BODIPY imaging;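 active = lipid droplet intensity inhibited by at least 50%, with more than 500 cells counted; inconclusive = wells with under 300 cells, treated as cytotoxic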
#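 Assay system: AML12 mouse liver cells | Compound dosing: One dose, 6.5 µM compound | Read-out basis: Droplet intensity reduction, % inhibition | Measured by: Fluorescence imaging, 20x objective, two fields per well | Schedule: Overnight treatment with compound plus oleate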
# GPR35 arrestin U2OS = inhibition of zaprinast-stimulated GPR35 beta-arrestin translocation – imaging, U2OS, beta-arrestin-GFP, zaprinast agonist, primary screen (AID 2058); U2OS GPR35 beta-arrestin-GFP translocation imaging, zaprinast antagonism; higher % means a stronger effect; one-dose inhibition, % at 10 µM; IC50 in µM for titrated hits; hit rate 0.052% among 290,000;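 active = inhibition of at least 50% with at least 30 cells and total cytoplasm GFP at most 10,000,000; inconclusive = under 30 cells or total GFP of 10,000,000 plus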
# SV40 large T antigen = SV40 large T antigen inhibitors, biochemical (AID 1903) | SV40 large T antigen ATPase/helicase inhibition assay; higher % means a stronger effect | inhibition, % at 20 µM, or IC50 in µM where a hit was titrated | hit rate 0.39% among 310,000; in the data active = a potency from the dose series; inconclusive = inhibition mostly from about 32% at the one dose, without a potency; inactive = the rest, 99 in 100 with inhibition below about 32%; note: strong numbers were not always called active
# NTR1 ag = NTR1-driven beta-arrestin-GFP spot formation – imaging, U2OS cells, high content, primary screen (AID 493036); agonist mode; P30989; hit rate 0.17% among 330,000; activation, % at 20 µM;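 active = activation at or above 40% of the spot to cytoplasm intensity ratio, with at least 20 cells analyzed; inconclusive = wells under 20 cells, flagged as cytotoxic or low count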;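 note: 0% = DMSO without peptide and 100% = 100 nM NTR1 peptide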
# Target sequence (P30989 whole entry, looked up): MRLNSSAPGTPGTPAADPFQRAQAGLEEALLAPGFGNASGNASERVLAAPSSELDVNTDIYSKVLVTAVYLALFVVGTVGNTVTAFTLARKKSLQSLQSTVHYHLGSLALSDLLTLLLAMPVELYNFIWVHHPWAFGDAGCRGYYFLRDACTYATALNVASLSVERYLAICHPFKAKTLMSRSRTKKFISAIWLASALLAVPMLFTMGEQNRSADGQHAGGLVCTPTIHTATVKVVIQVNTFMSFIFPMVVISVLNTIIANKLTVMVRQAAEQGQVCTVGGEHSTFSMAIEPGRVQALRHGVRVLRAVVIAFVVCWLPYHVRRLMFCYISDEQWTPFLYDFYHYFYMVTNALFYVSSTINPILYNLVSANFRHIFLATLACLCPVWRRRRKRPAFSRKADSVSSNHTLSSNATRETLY
# Rac1 GTP hydrolysis = MgcRacGAP GTPase-activating activity inhibitors, confirmation, biochemical, ADP Hunter fluorescence; MgcRacGAP-stimulated Rac1 GTP hydrolysis, ADP Hunter fluorescence; higher % means a stronger effect; GST-tagged Rac1 F28L mutant substrate; one-dose inhibition, % at 30 µM; IC50 in µM for titrated hits; hit rate 0.6% among 340,000; AID 624330;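 active = first-screen hits whose inhibition reached a set limit at any dose in the follow-up dose series; inconclusive = inhibition above the set first-screen limit but never retested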;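 note: fluorescence reports GDP produced by GAP-driven GTP hydrolysis; strong numbers were not always called active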
# GPR55 activation = selective activators of receptor GPR55 – imaging, U2OS cells, beta-arrestin-GFP redistribution, primary screen (AID 1961); one-dose activation, % at 10 µM; EC50 in µM for titrated hits; U2OS GPR55 beta-arrestin-GFP redistribution imaging; higher % means a stronger effect; hit rate 0.048% among 290,000;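 active = activation above 40% with more than 50 cells counted in the well; inconclusive = wells holding fewer than 50 cells, flagged as toxic or sparse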;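 note: U2OS osteosarcoma cells stably expressing GPR55 and beta-arrestin-GFP; plate controls were DMSO negative control for no effect and LPI positive control for full effect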
# GPR55 LPI antagonism = inhibition of LPI-stimulated GPR55 beta-arrestin translocation – imaging, U2OS, beta-arrestin-GFP, LPI agonist, primary screen (AID 2013). U2OS GPR55 beta-arrestin-GFP translocation imaging, LPI antagonism; higher % means a stronger effect. inhibition, % at 10 µM; hits with a dose series show IC50 in µM. hit rate 0.13% among 290,000;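 active = spots per cell inhibited over 60%, with over 100 cells counted and total cytoplasm intensity under 500,000; inconclusive = wells with under 100 cells, flagged as likely toxic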;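 note: U2OS cells stably carrying GPR55 and arrestin-GFP stimulated by 5 µM LPI near EC80; imaged beta-arrestin-GFP aggregate spots per cell after agonist stimulation; plate controls were LPI-stimulated DMSO wells for no effect and DMSO wells without LPI for full effect; some results filed as inactive read as strong as hits; confirmed hits need IC50 under 10 µM and bright autofluorescent wells are also inconclusive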
# Lipid droplet cells 6.5 µM = also measured in Lipid droplet; calls as there; cell count; measured here: cell count, cytotoxicity flag;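 cells counted across two imaged fields per well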
# T cell HTS vesicle-bound % = second read-out of T cell HTS, no call of its own (marks repeat the call); double positive events, %; measured here: CD8+ vesicle-bound cell fraction;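 binding gate set so that unloaded-vesicle control wells show 10% double positive cells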
# NTR1 ag cell count 20 µM = also measured in NTR1 ag; calls as there; cell count; measured here: cell count, cytotoxicity flag
# Numbers without * were called inactive; i = inactive; ? = inconclusive; . = not tested or not shown; & = joins results of further samples. This is a random part of the collection; about 1.8% have a hit in one of these screens.
SMILES,LYP inhibition,T cell HTS,T cell HTS vesicle-bound %,Lipid droplet,Lipid droplet cells 6.5 µM,GPR35 arrestin U2OS,SV40 large T antigen,NTR1 ag,NTR1 ag cell count 20 µM,Rac1 GTP hydrolysis,GPR55 activation,GPR55 LPI antagonism
CC(C)c1cc(C(=O)N2CCCC(N3CCN(c4ccccc4F)CC3)C2)nc(N)n1 (stereo not given),1%,i,62,16,737,-2%,11%,1.9,62,9%,0.5%,3%
CCOc1ccc(OCc2ccc(C(=O)NC(C)(C)C)o2)cc1,-5%,i,26,-5,832,-15%,-4%,1.1,50,12%,0.3%,7%
O=C(Oc1ccc(N(C(=O)c2ccncc2)S(=O)(=O)c2ccc(Cl)cc2)cc1)c1ccncc1,2%,i,9,12,770,6%,26%,0.8,40,?,-0.3%,1%
CCc1ccc(OC(C)C(=O)N(Cc2ccccc2)C2CCS(=O)(=O)C2)cc1 (stereo not given),-5%,i,9,-7,848,-16%,0%,0.0,56,1%,1.0%,2%
CCC(C)(C)n1nnnc1C(c1cc2cc(OC)ccc2[nH]c1=O)N1CCc2ccccc21 (stereo not given),16%,.,.,-3,642,-1%,4%,7.0,52,-2%,-0.1%,2%
O=C(Nc1ccon1)c1cc(-c2ccccc2)nc2ccccc12,0%,i,26,-1,759,7%,3%,1.0,55,6%,-0.2%,5%
CC(C)(C)OC(=O)N1CCC(CC2CC(c3ccc(Cl)cc3)=NO2)(C(=O)NCC2CCCCC2)CC1 (stereo not given),-4%,i,13,0,732,-12%,-2%,-1.2,69,-6%,0.9%,-3%
CS/C(N)=N/N=C/c1ccc2c(c1)OCO2,-1%,i,40,4,716,4%,2%,1.4,49,13%,-0.1%,-2%
Cc1ccc(-c2nn(C)c(=O)c3ccccc23)cc1S(=O)(=O)N1CCCC1,5%,i,44,-5,559,16%,0%,1.3,60,10%,-0.3%,3%
CCOC(=O)Cc1csc(NC(=O)CN2CCCCC2)n1,-3%,i,60,6,823,-4%,7%,-0.3,60,3%,0.6%,6%
CCOC(=O)c1c(-c2cccs2)csc1NC(=O)CN(CC)CC,-5%,i,35,.,.,2%,0%,26,66,6%,0.0%,-2%
N=C1C(c2nc3ccccc3c(=O)[nH]2)=C(O)CN1c1ccccc1,0%,.,.,7,838,-7%,?,.,.,.,0.3%,20%
Cn1nc([N+](=O)[O-])nc1Oc1ccccc1F,-9%,i,11,.,.,-9%,11%,-0.6,66,3%,0.5%,10%
Cc1sc(NC(=O)c2oc3ccccc3c2C)c(C#N)c1C,-4%,i,58,17,582,2%,2%,3.9,61,11%,-0.3%,2%
Cc1ccc(Cl)c2c1NC(=O)C2(O)CC(=O)c1ccccc1O (stereo not given),-3%,i,36,4,720,6%,4%,3.6,44,7%,0.3%,-7%
CCc1ccc(C(=O)NCc2ccc(Cl)cc2Cl)cc1,0%,i,13,-40,682,2%,-3%,2.4,60,3%,0.9%,6%
NS(=O)(=O)c1ccc(CCNC(=O)Cc2ccccc2[N+](=O)[O-])cc1,-3%,.,.,-8,666,-3%,-6%,-1.0,86,10%,-0.1%,6%
CCCCN1CCCC1CNC(=O)c1cc(C#N)c2ccccc2c1OC (stereo not given),0%,i,32,-5,706,-12%,14%&9%,-2.1,65,.,-0.5%,8%
Cc1cc(C)n2c(SCCN3C(=O)c4ccccc4C3=O)nnc2n1,-12%,i,63,3,775,-9%,.,-0.5,52,-1%,-0.4%,2%
NC1=NC[C@H](c2ccccc2)N1CCc1cc(C(F)(F)F)cc(C(F)(F)F)c1,-16%,i,14,14,775,0%,6%,1.5,78,6%,-0.1%,0%
Cc1cc(NC(=O)CSc2nnc(NC(=O)C3CC(=O)N(c4ccccc4)C3)s2)no1 (stereo not given),-8%,i,19,-1,642,2%,7%,-1.1,76,6%,-0.3%,5%
COC(=O)c1sc(N2C(=O)C(O)=C(C(=O)c3ccc(C)o3)C2c2ccc(F)cc2)nc1C (stereo not given),3%,i,31,-8,688,100%*,8%,-0.5,53,4%,-0.1%,-1%
CC(=O)C1=C(C)OC(N)=C(C#N)C1c1cc2cc(C)c(C)cc2nc1Cl (stereo not given),-7%,i,42,9,647,13%,2%,1.6,94,10%,0.2%,-6%
Cc1ccc(-n2nc(C)c(C3(O)C(=O)N(C)c4ccccc43)c2N)cc1 (stereo not given),-8%,i,62,-5,682,-13%,17%,-0.8,99,9%,-0.2%,4%
CCCCNc1oc(-c2cccs2)nc1S(=O)(=O)c1ccccc1,-1%,i,58,2,776,-13%,17%,2.6,73,9%,-0.1%,-4%
N/C(=N\OC(=O)Cc1ccc(-c2ccccc2)cc1)c1ccccn1,-2%,i,21,-4,734,-13%,19%,-1.5,109,5%,1.1%,-1%
CC(C)CC(C)c1cc(N)nc2nc3ccccc3n12 (stereo not given),3%,i,53,.,.,-4%,2%,6.7,55,-1%,-0.3%,11%
O=C(Cc1ccccc1)Nc1ccc(-c2nnc(-c3ccco3)o2)cc1,-4%,i,49,6,713,-1%,22%,-1.1,58,8%,-0.3%,6%
N/C(=N\OC(=O)c1cccc(F)c1)c1cccc([N+](=O)[O-])c1,-3%,i,48,-2,813,-12%,13%,1.0,63,5%,0.1%,2%
Cc1ccc(OCc2ccc(C(=O)Nc3ccc(C(N)=O)cc3)o2)c([N+](=O)[O-])c1,-2%,i,41,3,726,-6%,6%,-1.0,68,-7%,0.7%,-12%
Cc1cc(C(=O)NC2CCCC(C)C2C)c2ccccc2n1 (stereo not given),.,i,14,.,.,.,13%,-1.5,47,3%,.,.
O=C(Cc1cccs1)OCC(=O)c1ccco1,-8%,i,62,.,.,-5%,7%,0.0,46,11%,0.3%,-4%
CCC(=O)N1CCN(c2ccc(NC(=O)COc3ccc(CC)cc3)cc2)CC1,-12%,i,12,-16,747,20%,3%,2.3,44,3%,-0.1%,-5%
CC(=O)Nc1cccc(Nc2nc(-c3ccccc3)nc3ccccc23)c1,1%,i,23,3,663,4%,3%,16,43,3%,0.2%,2%
Cc1ccc([N+](=O)[O-])cc1N,-6%,i,29,-23,673,-7%,-1%,1.1,43,-2%,0.1%,-2%
Cc1ccc(OCC(=O)N2CCCCC2)c(Br)c1,-3%,i,54,2,664,-3%,1%,1.0,60,2%,0.4%,14%
Cc1c(C#N)c(N)nc(Cl)c1C#N,3%,i,44,1,630,4%,7%,0.8,66,0%,0.1%,8%
CCN(CC)c1nc2n(c(=O)n1)CCO2,-5%,i,60,0,751,9%,-4%,1.6,51,-8%,0.2%,6%
CC(C)c1cc(CNC(=O)CCc2nnc(CCCCc3ccccc3)o2)on1,-5%,i,31,20,765,35%,15%,2.1,49,8%,0.0%,-2%
C=CCn1c(SCC(=O)c2[nH]c(C)c(C(=O)OCC)c2C)nc2scc(-c3ccccc3)c2c1=O,-10%,i,43,2,609,-10%,7%,1.8,38,7%,-0.2%,10%
COc1ccc(C(C(=O)NC2CCCC2)N(Cc2ccccc2)C(=O)c2nsc(Cl)c2Cl)cc1 (stereo not given),10%,i,22,-7,565,18%,4%,2.7,62,3%,0.0%,10%
O=C1CCCN1CCCNC(=S)Nc1ccc(F)c(Cl)c1,-6%,i,33,10,745,21%,21%,1.2,43,10%,-0.1%,7%
Cn1c(C(O)c2ccccc2F)nc(Cl)c1Cl (stereo not given),-8%,i,44,.,.,18%,8%,-0.3,70,2%,0.3%,-4%
N#C/C(=C\c1ccc([N+](=O)[O-])cc1)c1ccccn1,0%,i,32,6,679,17%,7%,3.5,40,7%,-0.1%,5%
COc1cc2cc(C(c3nnnn3C3CCCC3)N3CCCCC3)c(=O)[nH]c2cc1OC (stereo not given),-9%,.,.,-1,753,-16%,16%,0.3,83,6%,0.2%,11%
CCOC(=O)c1cnn(-c2ccccc2)c1NC(=O)CN1CCOCC1,-12%,i,39,29,676,-1%,4%,1.4,43,2%,-0.2%,-2%
C=C(C)Cn1c(SCC(=O)O)nnc1-c1ccc(C(C)(C)C)cc1,-8%,i,27,0,717,-9%,-7%,0.5,38,10%,-0.1%,13%
CC(CN1CCOCC1)OC(=O)c1ccccc1Br (stereo not given),-5%,i,14,2,824,20%,10%,-0.4,60,15%,-0.1%,-13%
CCCOc1ccc(CCc2n[nH]c(=S)n2Cc2ccccc2)cc1,10%,i,25,.,.,-7%,4%,2.8,89,5%,0.0%,2%
CCOc1ccc(-n2cc(C(=O)c3cc(Cl)ccc3O)cc(C#N)c2=O)cc1,-1%,i,57,7,713,-16%,27%,3.3,70,7%,0.9%,7%
O=C(Cc1ccccc1[N+](=O)[O-])NCCc1ccc(F)cc1,-10%,i,61,-11,780,-22%,14%,0.1,56,4%,0.3%,4%
O=c1[nH]cc(N=Cc2cc(Cl)cc(Cl)c2O)c(=O)[nH]1,-6%,i,31,2,837,-6%,7%,1.5,62,-16%,0.2%,1%
COc1ccc(NC(=O)CC2C(=O)N(C)C(=S)N2Cc2ccco2)cc1 (stereo not given),2%,i,28,-6,542,-6%,22%,-3.8,15,0%,-0.2%,1%
O=C(CCS(=O)(=O)c1ccccc1)Nc1ccc2c(c1)C(=O)NC2=O,-8%,i,42,0,697,1%,12%,0.4,66,9%,-0.2%,-1%
